Screening data (PubChem BioAssay)
CHRM1 PAM: human CHRM1 positive allosteric modulation. P11229. CHO-K1 hM1, Fluo-8 calcium fluorescence, ACh EC20; 0% = ACh EC20, 100% = maximal ACh. activation, % at 3 µM. hit rate 0.088% among 360,000; in the data active = activation above about 19%, passing the limit was not always enough
Target sequence (P11229 whole entry, looked up): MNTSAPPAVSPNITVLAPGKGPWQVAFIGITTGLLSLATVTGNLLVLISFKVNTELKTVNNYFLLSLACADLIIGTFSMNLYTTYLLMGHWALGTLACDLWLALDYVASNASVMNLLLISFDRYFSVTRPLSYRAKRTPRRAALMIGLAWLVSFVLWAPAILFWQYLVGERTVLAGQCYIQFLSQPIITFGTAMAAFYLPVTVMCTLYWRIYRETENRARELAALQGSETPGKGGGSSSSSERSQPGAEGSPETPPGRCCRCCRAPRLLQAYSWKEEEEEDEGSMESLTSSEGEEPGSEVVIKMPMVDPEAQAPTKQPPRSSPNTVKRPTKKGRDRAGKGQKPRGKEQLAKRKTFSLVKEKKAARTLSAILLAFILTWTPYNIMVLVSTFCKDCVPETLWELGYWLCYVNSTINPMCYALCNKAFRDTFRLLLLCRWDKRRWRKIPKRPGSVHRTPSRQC
M5 antag: CHRM5 antagonism in calcium assay; P08912; hit rate 0.59% among 360,000; inhibition, % at 3 µM; CHO-hM5 cells, Fluo-8 calcium fluorescence, ACh EC80; AID 624040;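 active = inhibition above a per-plate cutoff, the mean of that plate's test compounds plus 3 SD, cut at about 27% in these data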;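 also: 0% = acetylcholine EC80 with DMSO and 100% = DMSO without agonist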
Target sequence (P08912 whole entry, looked up): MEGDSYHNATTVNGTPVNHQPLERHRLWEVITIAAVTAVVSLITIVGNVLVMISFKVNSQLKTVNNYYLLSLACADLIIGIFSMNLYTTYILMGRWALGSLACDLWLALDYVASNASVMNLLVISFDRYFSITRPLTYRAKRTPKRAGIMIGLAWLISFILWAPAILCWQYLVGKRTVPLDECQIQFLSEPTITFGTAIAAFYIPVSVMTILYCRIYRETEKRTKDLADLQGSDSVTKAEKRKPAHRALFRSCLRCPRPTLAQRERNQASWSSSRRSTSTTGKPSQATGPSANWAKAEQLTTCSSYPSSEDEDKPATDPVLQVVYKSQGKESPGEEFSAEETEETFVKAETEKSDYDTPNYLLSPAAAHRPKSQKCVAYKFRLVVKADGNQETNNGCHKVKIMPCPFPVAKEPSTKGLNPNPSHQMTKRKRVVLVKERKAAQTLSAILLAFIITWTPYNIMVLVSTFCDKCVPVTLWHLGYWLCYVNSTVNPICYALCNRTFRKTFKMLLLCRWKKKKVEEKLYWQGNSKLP
TAAR1 ag: human TAAR1 agonism; AID 624467; CHO RD-HGA16 TAAR1, Fluo-8 calcium fluorescence; vehicle wells 0%, saturating PEA agonist 100%; activation, % at 3 µM; Q96RJ0; hit rate 0.99% among 360,000;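 active = activation above the mean activation of all test compounds in the run plus 3 SD, cut at about 38% in these data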
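System: CHO-derived RD-HGA16 cells with stable Gα16 and human TAAR1 / Times: 17-24 h plating, Fluo-8 75 min 37 °C, 30 min RT / Technique: calcium-sensitive Fluo-8 signal, excitation 470-495, emission 515-575 nm / Measure: % activation relative to PEA EC100 response / Benchmarks: DMSO and PEA EC100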
CHRM5 PAM: positive allosteric modulators of human muscarinic M5 receptor | CHO-K1 hM5, Fluo-8 calcium, ACh EC20 PAM; 0% = ACh EC20, 100% = ACh EC100 | activation, % at 3 µM | hit rate 0.3% among 360,000 | AID 624038;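 active = activation above the run cutoff, the mean activation of all test compounds plus 3 SD, cut at about 18% in these data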
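Assay system: CHO-K1 hM5 cells / Incubation: Fluo-8 loading 80 min at 37 °C plus 30 min room temperature / Technique: Fluo-8 calcium dye fluorescence, kinetic read / Repeats: single replicate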
M5 ag: agonists of human muscarinic M5 receptor (CHRM5). P08912. CHO-K1 hM5 cells, Fluo-8 calcium fluorescence; 0% DMSO wells, 100% maximal acetylcholine response. activation, % at 3 µM. hit rate 0.19% among 360,000. AID 624037;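 active = activation above the run's mean over test compounds plus 3 SD, cut at about 23% in these data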;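 also: signal is peak over basal fluorescence ratio across the kinetic read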
M4 antag: blocks acetylcholine activation of human M4 receptor | inhibition, % at 3 µM | CHO-hM4 cells, ACh EC80, Fluo-8 calcium fluorescence | P08173 | hit rate 0.73% among 360,000;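 active = inhibition above its plate's cutoff, the mean inhibition of sample wells plus 3 SD, cut at about 27% in these data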;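 also: 0% = acetylcholine EC80 with DMSO and 100% = DMSO without agonist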
CHRM1 antagonist: blocks human M1 muscarinic receptor; P11229; CHO-K1 hM1, Fluo-8 calcium fluorescence, ACh EC80 antagonist; inhibition, % at 3 µM; hit rate 1.3% among 360,000;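 active = percent inhibition above its own plate's cutoff, namely the mean of that plate's compound wells plus 3 SD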;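 also: peak over basal fluorescence ratio during 140 s after agonist addition; 0% = ACh EC80 plus DMSO and 100% = DMSO alone without agonist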
M4 ag: CHRM4 agonism in calcium assay | P08173 | CHO-K1 hM4/Gqi5, Fluo-8 calcium fluorescence; vehicle 0%, full acetylcholine response 100% | activation, % at 3 µM | hit rate 0.14% among 360,000;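 active = activation above the run mean over all test wells plus 3 SD, cut at about 32% in these data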;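 also: peak over basal fluorescence ratio per well then scaled between controls; 0% = DMSO wells and 100% = acetylcholine at EC100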
CHRM1 agonist: human M1 muscarinic receptor agonism. P11229. CHO-K1 hM1, Fluo-8 calcium fluorescence, agonist mode; 0% DMSO, 100% acetylcholine EC100. activation, % at 3 µM. hit rate 0.33% among 360,000. AID 588814;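 active = activation above the run's mean compound activation plus 3 SD, cut at about 16% in these data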;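 also: peak over basal fluorescence ratio within a 140 s kinetic read after compound addition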
* = called active by the depositor; / = not tested or not shown.

SMILES | CHRM1 PAM | M5 antag | TAAR1 ag | CHRM5 PAM | M5 ag | M4 antag | CHRM1 antagonist | M4 ag | CHRM1 agonist
CCN1CCN(CCCNC(=O)c2cc3c(=O)[nH]c4ccccc4c3s2)CC1 | 2 | -8 | 6 | 1 | 1 | 8 | 0 | 1 | -9
Cc1ccccc1N1CCN(C2CCCN(C(=O)CCC(F)(F)F)C2)CC1 (stereo unspecified) | 0 | 11 | 2 | 0 | -14 | 3 | -9 | 0 | -9
C/C=C/c1ccc(OCCN2C(=O)NC(C)(C)C2=O)c(OC)c1 | 2 | -8 | 7 | 3 | 0 | 3 | -14 | 0 | -2
COC(=O)c1cc(OC)c(OC)c(OC)c1N | -2 | -1 | 13 | 1 | -1 | -4 | -7 | 1 | -3
COc1ccc(C(=O)N2CCN(C)C(=O)[C@@H]2C)cc1OC1CCN(C(C)=O)CC1 | 4 | 4 | 4 | -4 | -3 | -5 | 0 | 1 | -3
COc1ccc(Br)cc1/C=C/C(=O)OCC(=O)NCCc1ccc(S(N)(=O)=O)cc1 | 4 | 3 | 2 | -8 | 0 | -13 | -9 | 3 | -3
O=C(O)c1cc(NS(=O)(=O)c2ccc(NC3CCCCC3)c([N+](=O)[O-])c2)cc(C(=O)O)c1 | 3 | 13 | 4 | 4 | -3 | 6 | -2 | 0 | -2
COc1ccc(NC(C)=O)cc1NS(=O)(=O)c1ccc2c(c1)OCCO2 | 7 | 3 | 1 | -2 | 3 | -5 | 0 | 1 | -2
CCC1CCCCN1C(=O)c1ccc(OC2CCN(C(=O)C3CC3)CC2)cc1 (stereo unspecified) | 9 | -2 | 7 | -1 | 0 | 3 | -3 | 3 | -4
Nc1nsnc1C(=O)NCCO | 2 | 2 | 11 | 0 | 0 | -6 | -5 | 0 | -4
CC1CCN(N=Nc2nc3c([nH]2)c(=O)n(C)c(=O)n3C)CC1 | 1 | 10 | 3 | -3 | 0 | -4 | -3 | 0 | -3
O=C(Nc1cccc(-c2cscn2)c1)C1CCN(Cc2ccccn2)CC1 | 9 | 9 | -1 | -2 | -5 | -13 | -14 | 0 | -3
CC(=O)c1c(C)[nH]c(C(=O)COC(=O)Cc2ccccc2F)c1C | -2 | -5 | 4 | -11 | 5 | -6 | -1 | 13 | 0
O=[N+]([O-])c1ccc(N/N=C/c2c[nH]c3ccccc23)c(S(=O)(=O)Nc2ccc(Cl)cc2)c1 | 4 | -7 | 20 | 2 | 1 | 0 | -2 | 1 | -2
COC(=O)C1CCN(C(=O)Cc2ccccc2OC)CC1 | -6 | 4 | 6 | -3 | -1 | 4 | -4 | 0 | -5
COc1cc(N2CN=c3s/c(=C\c4ccccn4)c(=O)n3C2)cc(OC)c1OC | 6 | -7 | 5 | 0 | -5 | 5 | -11 | 0 | -4
COc1ccc(-c2nn(-c3ccccc3)cc2C(=O)N/N=C/c2ccc([N+](=O)[O-])o2)cc1 | 14 | -2 | 0 | -3 | -1 | 1 | -8 | 1 | -7
Cc1cc(Oc2ccc(C(C)(C)C)cc2)nc(N2CCOCC2)n1 | -1 | 15 | 21 | -3 | -3 | -5 | -5 | -1 | -2
CCCn1c(N)cc(=O)n(C)c1=O | 6 | 1 | 1 | 6 | 3 | 5 | -1 | 1 | -6
Cc1c(CCC(=O)N2CCC(C(=O)O)CC2)c(=O)oc2cc3oc4c(c3cc12)CCCC4 | 0 | -2 | -1 | -6 | 1 | -3 | -2 | 0 | -3
Cc1ccc(C(=O)c2coc3ccc(O)cc23)cc1 | -1 | 17 | 0 | -13 | -6 | 0 | -2 | -1 | -3
Cc1c(NC(=O)CSc2ccc3c(c2)OCCO3)c(=O)n(-c2ccccc2)n1C | 11 | -6 | 2 | 0 | -10 | -6 | -5 | 1 | -2
CCN(CC(=O)Nc1cccc(F)c1)CC(=O)Nc1ccccc1OC | 3 | 14 | 2 | -6 | -1 | 6 | -6 | 3 | -3
COc1ccc(-c2cc(C(=O)NC(Cc3cc4ccccc4[nH]3)C(=O)O)c(C)o2)cc1OC (stereo unspecified) | 4 | -3 | 5 | -4 | -2 | -8 | -2 | 1 | -8
Cc1cc(C)nc(NC(C)(C)C(=O)O)n1 | 5 | 10 | 7 | 3 | 3 | 12 | -2 | 2 | -2
O=C(N/N=C/C=C\c1ccc([N+](=O)[O-])cc1)c1cccnc1 | 7 | 3 | 7 | -2 | -1 | 4 | 2 | 0 | 0
O=C(c1cccc2ccccc12)N1CCN(c2ccc([N+](=O)[O-])c(N3CCOCC3)c2)CC1 | 5 | -3 | 12 | -4 | -2 | 1 | -17 | 0 | -3
Cc1csc(NC(=O)CSc2nnc(NC(=O)C3CC(=O)N(c4ccccc4)C3)s2)n1 (stereo unspecified) | 5 | 6 | -1 | -8 | 1 | 21 | 1 | 6 | -6
COC(=O)c1ccc(S(=O)(=O)N2Cc3ccccc3C2)cc1 | -7 | 13 | 10 | -12 | 1 | 2 | 6 | 15 | 1
C=CCn1c(=NC(=O)c2ccccc2[N+](=O)[O-])sc2cc(S(C)(=O)=O)ccc21 | -11 | 8 | 9 | 2 | -3 | 11 | 1 | 8 | 8
CCc1nc(SCC(=O)N2CCc3cc(OC)c(OC)cc3C2)c(C#N)cc1C | 7 | 1 | 2 | -5 | -1 | -3 | -11 | 1 | -5
CCOC(=O)c1c(C)oc2cc(Cl)c(O)c(CN(C)C)c12 | 10 | -5 | 0 | 1 | 0 | -1 | -15 | 1 | -4
COc1ccc(CCNC(=O)CNC(=O)c2ccc(Br)o2)cc1OC | 3 | -3 | 0 | 5 | 5 | 8 | 2 | 1 | -2
CC(c1ccon1)N(C)Cc1c(C(=O)N(C)Cc2ccccc2)nc2ccccn12 (stereo unspecified) | -9 | 3 | 4 | -6 | 4 | 8 | -4 | 6 | -6
CC(C)C1/C(=N/O)CC(c2ccccc2)NC1c1ccccc1 (stereo unspecified) | 0 | 12 | 4 | -11 | 4 | 10 | 9 | 18 | -4
CCc1nnc(NC(=O)CN2CCN(Cc3ccc(C)cc3)CC2)s1 | 6 | -8 | 2 | 0 | -1 | 7 | -7 | 0 | -5
O=C(CN1CCCCCC1)Nc1ccccc1F | -6 | 5 | 16 | -6 | -2 | 4 | 23 | 0 | -5
O=C(NC1CCN(Cc2ccccc2)CC1)c1cccc(NS(=O)(=O)c2ccc(Br)cc2)c1 | -7 | 20 | 23 | -12 | -5 | -6 | 7 | 10 | -3
COc1ccc(OC)c(S(=O)(=O)Nc2cnc3ccccc3c2)c1 | 13 | 2 | 8 | 2 | -1 | 0 | -12 | 2 | -4
Cc1cccc(N2C(=S)NC3c4cc(Cl)ccc4OC2(C)C3C(=O)N(C)C)c1 (stereo unspecified) | 12 | 1 | 5 | 12 | 4 | -10 | -4 | 0 | 3

Laid out differently: 4 of the compounds above
Each structure is followed by: CHRM1 PAM | M5 antag | TAAR1 ag | CHRM5 PAM | M5 ag | M4 antag | CHRM1 antagonist | M4 ag | CHRM1 agonist
- CC(C)C1/C(=N/O)CC(c2ccccc2)NC1c1ccccc1 (stereo unspecified)
→ 0 | 12 | 4 | -11 | 4 | 10 | 9 | 18 | -4
- Cc1cc(C)nc(NC(C)(C)C(=O)O)n1
→ 5 | 10 | 7 | 3 | 3 | 12 | -2 | 2 | -2
- CCN(CC(=O)Nc1cccc(F)c1)CC(=O)Nc1ccccc1OC
→ 3 | 14 | 2 | -6 | -1 | 6 | -6 | 3 | -3
- CCc1nnc(NC(=O)CN2CCN(Cc3ccc(C)cc3)CC2)s1
→ 6 | -8 | 2 | 0 | -1 | 7 | -7 | 0 | -5

(more compounds)
SMILES | CHRM1 PAM | M5 antag | TAAR1 ag | CHRM5 PAM | M5 ag | M4 antag | CHRM1 antagonist | M4 ag | CHRM1 agonist
Cn1c(CNC(=O)c2cccs2)nnc1SCC(=O)Nc1ccccc1 | -3 | -1 | 1 | -1 | -1 | 8 | 2 | 0 | -5
Cc1cc(Nc2ccccc2Br)n2nc(C)nc2n1 | 16 | 2 | -1 | 2 | 2 | -9 | -1 | 2 | 9
Cc1onc(-c2c(Cl)cccc2Cl)c1C(=O)N=C(N)N1CC(C)OC(C)C1 (stereo unspecified) | 0 | 7 | 0 | -6 | 1 | 7 | 3 | 7 | -3
CC(=O)N1CCN(C(=S)NCc2ccccc2)CC1 | 14 | -3 | 3 | 3 | -2 | 1 | -11 | 1 | -5
COc1ccc(CCN(C)CCC(=O)Nc2c(C)cc(C)cc2C)cc1OC | 5 | 9 | 2 | 5 | -8 | 1 | -5 | 0 | -4
CCc1nc2ccc(C(=O)Nc3cccc(NS(C)(=O)=O)c3)cn2c1N(CC)CCOC | 0 | 0 | 3 | -6 | 2 | -4 | 1 | 6 | -4
Cc1ccccc1NC(=O)CSc1nc(O)cc(=O)n1C | 6 | 0 | 0 | 3 | 0 | -10 | -8 | -1 | -3
COc1ccccc1C1=NOC(C)(c2sc(-c3ccc(Cl)cc3)nc2C)C1 (stereo unspecified) | -3 | 6 | 4 | 0 | 3 | -9 | -1 | 3 | -2
O=C1c2ccccc2C(O)(c2ccccc2)N1c1ccc([N+](=O)[O-])cc1Cl (stereo unspecified) | -6 | 4 | -1 | 4 | -2 | 4 | -3 | -1 | -2
O=C(c1ccco1)N1CCC(c2nc(-c3ccccc3Cl)no2)CC1 | -9 | 7 | 15 | -16 | 8 | 1 | 8 | 6 | 0
Cc1ccnc(Sc2ccc([N+](=O)[O-])cn2)n1 | -2 | 7 | -1 | -3 | 0 | 0 | 3 | 1 | -3
CC(=O)Nc1ccc(S(=O)(=O)NCC2CCC(C(=O)NCCc3ccccc3)CC2)cc1 (stereo unspecified) | 6 | 7 | 3 | 0 | -2 | -4 | -10 | -1 | -3
O=C(CCSc1ccc(Br)cc1)Nc1cccnc1 | 2 | 14 | 5 | -5 | -3 | -7 | -12 | 8 | -4
CN(C)S(=O)(=O)c1ccc(C(=O)NC(=O)CSc2ccccc2)cc1 | 2 | -2 | 1 | 6 | 0 | -5 | -1 | 2 | -6
Cc1ccc(C(=O)Nc2nnc(-c3ccc(C(C)(C)C)cc3)s2)cc1 | 0 | -7 | 5 | 6 | -1 | 4 | -16 | 1 | -2
O=C(COc1ccccc1)N=C1SC2CS(=O)(=O)CC2N1Cc1ccccc1 (stereo unspecified) | 1 | -1 | 10 | 6 | 1 | 5 | 6 | 2 | -1
Nc1cc(-c2ccc(Cl)cc2)nn1S(=O)(=O)c1ccccc1 | 8 | 5 | 2 | -8 | -1 | -10 | -11 | 1 | -4
C/C(=N\NC(=O)c1cccc(O)c1)c1ccc(NC(=O)Cc2ccccc2)cc1 | 1 | 8 | 0 | -11 | -6 | -12 | -2 | 3 | -3
CC(=O)N(C)c1ccc(NC(=O)C(c2ccccc2)c2ccccc2)cc1 | -1 | -4 | 4 | -5 | 4 | 7 | 2 | 1 | -2
Cc1ccn(CC(=O)N2CCCC(N3CCN(c4ccc(F)cc4)CC3)C2)n1 (stereo unspecified) | -6 | 4 | 1 | -7 | 1 | -8 | 14 | 17 | -2
COc1ccc(C(=O)Nc2cc3c(cc2N2CCOCC2)n(C)c(=O)n3C)cc1OC | 5 | 0 | / | 0 | -2 | 4 | -11 | 1 | -1
CCn1ncc(CN2CCC(n3nccc3NC(=O)c3ccccc3Cl)CC2)c1C | 19 | 3 | 1 | -1 | -1 | -20 | -33 | 2 | -6

These rows are one share of the data. The share of hits here may be higher or lower than overall.
